# Screening results deposited in PubChem BioAssay by National Center for Advancing Translational Sciences (NCATS).
# Ub-GFP proteasome: ubiquitin-GFP accumulation via proteasome inhibition | Ubiquitin-GFP reporter cells, proteasome inhibition, GFP fluorescence; response scale: untreated = 0%, 10 µM MG-132 = 100% | Potency, µM (top dose mostly 45.9 µM), without a hit: at the highest dose activation (GFP accumulation), hits mostly activators | 67,000 tested, under 10 active | AID 526; active = well fitted activation curve with a large enough effect, not every such curve was filed as active; inconclusive = small, poorly fitted or top-dose-only effect, or another doubt; inactive = no such curve, though single readings can be large or run the other way; note: potency is the fitted concentration of half-maximal effect
#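 Reporter cells (U2OS, ubiquitin-G76V-GFP fusion) are plated overnight, then treated 4 hr at 37 °C with compound titrations from 46 uM down to 2.9 nM. Activity is scaled against untreated cells and 10 uM MG-132.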
# 4MU fluor: compound fluoresces in the 4-MU spectral region; compound autofluorescence, 340/450 nm, 4-MU equivalents; stronger effect = higher value; max dye-equivalent concentration, M; hit rate 11% among 59,000; in the data active = max dye-equivalent concentration above about 10 nM; inconclusive = mostly about 1.1 nM to 9.6 nM
#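 Compounds in 100 mM Tris, pH 8.0, sat 15 min at room temperature before fluorescence was read at 340 nm excitation/450 nm emission; a per-plate six-point 4-MU standard curve converted signals to dye-equivalent concentration at each compound concentration.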
# A350 autofl: compounds fluorescent in Alexa 350 spectral region | Compound autofluorescence, 340/450 nm, Alexa 350 dye-equivalents; stronger effect = higher value | max dye-equivalent concentration, M | hit rate 11% among 59,000; in the data active = max dye-equivalent concentration above about 10 nM; inconclusive = mostly about 1.1 nM to 9.6 nM
# Caspase-7 inhib: caspase-7 (human) inhibition, allosteric or competitive. P55210. recombinant caspase-7, Ac-DEVD-AFC fluorescence rate. Potency, µM (doses to about 57.5 µM), for inactives: top-dose activity change, negative = inhibition, most hits filed as inhibitors. hit rate 0.02% among 75,000; active = well fitted inhibition curve with a large enough effect in the main read-out, with a control signal flat, not every such curve was filed as active; inconclusive = small, poorly fitted or top-dose-only effect, or a change in a side signal; note: potency is the fitted concentration of half-maximal effect; % of control where 0% means no effect
# BRCT PPI red: disrupts BRCA1 BRCT binding to phosphoprotein, red fluorophore readout; P38398; BRCT-phosphopeptide binding, red fluorescence polarization; Potency, µM (doses to about 76.9 µM), without a hit: at the highest dose activity change, negative = inhibition, most hits filed as inhibitors; hit rate 0.03% among 75,000; AID 892; note: % is set by controls: 0 for no effect and ±100 for the full control effect
#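 Fluorescence polarization: 100 nM His-tagged BRCA1 BRCT with 100 nM TAMRA-labelled phospho-BACH1 decapeptide, phosphate buffer pH 7.3 with 150 mM NaCl, DTT, 0.01% Tween 20; 12 min RT. Binding inhibition seen as FP decrease.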
# Casp1 inh: caspase-1 (human) inhibition, allosteric or competitive | Caspase-1 enzyme, Ac-WEHD-AFC fluorogenic rate | AID 900 | Potency, µM (doses to about 57.5 µM), for the others: top-dose activity change, negative = inhibition, actives largely listed as inhibitors | hit rate 0.03% among 75,000;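 note: potency is the fitted concentration of half-maximal effect; plate controls were vehicle for no effect and no substrate for full effect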
# BRCT PPI green: BRCA1 BRCT-phosphoprotein interaction inhibition; P38398; BRCA1 BRCT-phosphopeptide binding, green fluorescence polarization; Potency, µM (highest dose often 76.9 µM), for the others: top-dose activity change, negative = inhibition, most hits filed as inhibitors; hit rate 0.05% among 75,000;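 note: potency is the fitted concentration of half-maximal effect; plate controls were peptide without protein for full effect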
#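 Fluorescence polarization: His-tagged BRCT (~35 kDa BRCA1 C-terminus, 250 nM) bound to 100 nM fluorescein-labeled phosphorylated 10-aa BACH1 peptide, pH 7.3 phosphate buffer with DTT and Tween 20. Compounds incubated 12 min at room temperature; inhibition read as lowered polarization.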
# USP2a inhib: inhibitors of human ubiquitin-specific protease USP2a. O75604. USP2a enzymatic assay, qHTS inhibition. Potency, µM (highest dose often 38.3 µM), without a hit: top-dose activity change, negative = inhibition, actives largely listed as inhibitors. hit rate 0.1% among 60,000. AID 927;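 note: potency is the fitted concentration of half-maximal effect; nearly all actives have a fitted effect of over 60% in size; plate controls were DMSO for no effect and NEM full inhibition control for full effect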
#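 USP2 core (20 nM final) was preincubated with compound for 30 min at RT in 20 mM Tris-HCl pH 8.0, 2 mM CaCl2, 2 mM beta-mercaptoethanol; Ub-PLA2 (20 nM) plus NBD C6-HPC (20 uM) then added, fluorescence read after 2.5 h.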
# Fluorescein fluor: compound autofluorescence in fluorescein spectral region; Compound autofluorescence, 480/540 nm, fluorescein-equivalent; stronger effect = higher value; AID 593; max fluorescein-equivalent concentration, M; hit rate 0.91% among 59,000; in the data active = max fluorescein-equivalent concentration above about 10 nM; inconclusive = between about 1.1 nM and that limit
#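 Tris 100 mM pH 8.0; 15 min RT; CCD read, ex 480/em 540 nm. Output: fluorescein-equivalent concentration per compound concentration, from six-point dye series on each plate.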
# HEK293 cAMP cs: parental HEK293 cAMP activation (counter-screen) | AID 938 | hit rate 2.5% among 73,000 | parental HEK293 CNG cAMP sensor, membrane potential fluorescence | Potency, µM (titrated, usually from 57.1 µM), for inactives: top-dose activation, hits mostly activators; note: potency is the fitted concentration of half-maximal effect; % of control where 0% means no effect; nearly all actives have a fitted effect of over 55% in size
#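 Parental HEK 293 cells stably expressing a cAMP-gated CNG channel were loaded with membrane potential dye containing 100 uM RO 20-1724 for 60 min. Compound added for 30 min; depolarization read as fluorescence intensity at 590 nm.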
# GFP derepression: epigenetic modulators derepressing GFP locus in mouse cells; mouse C127i GFP locus derepression, cytometry, 30 h; Potency, µM (series often up to 46.1 µM), for inactives: top-dose GFP derepression (activation); hit rate 0.09% among 68,000; AID 597; note: % of control where 0% means no effect
#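 Read-out is the number of GFP-positive cells, scored as fluorescent objects 20 to 120 um wide, reflecting derepression of a silenced CMV-GFP reporter in murine C127i cells after 30 h compound exposure at 37 C.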
# Numbers without * were called inactive; i = inactive; ? = inconclusive; · = no result given; [ ] = another dose, or the depositor's remark. Unless noted, calls come from the whole dose curve; as a rule, active = well fitted curve in the direction sought with a large enough effect; inconclusive = small, poorly fitted or top-dose-only effect, or another doubt; inactive = no such curve, though single readings can be large; an effect the other way counts as inactive or inconclusive. The list is partial; rates above refer to the full screens.
SMILES,Ub-GFP proteasome,4MU fluor,A350 autofl,Caspase-7 inhib,BRCT PPI red,Casp1 inh,BRCT PPI green,USP2a inhib,Fluorescein fluor,HEK293 cAMP cs,GFP derepression
CSc1cccc(NC(=O)C2CCCN(S(=O)(=O)c3cnc[nH]3)C2)c1 (stereo not drawn),2%,·,·,-1%,0.3%,-2%,-0.7%,·,·,?,-3%
Cc1cccc(S(=O)(=O)NCCC(=O)OC(C)C(=O)NC(=O)NC2CCCCC2)c1 (stereo not drawn),-1%,i,i,-5%,-0.7%,-2%,-0.8%,16%,i,5%,-3%
Cc1cc(C)cc(N2CCN(C(=O)N3CCOCC3)CC2)c1,11%,i,i,0%,0.2%,0%,-5.3%,1%,i,18%,-1%
CN(C)C(=O)c1ccc(-c2ccc3ncnc(Nc4ccc(F)cc4)c3c2)cc1,-4%,?,?,-6%,2.3%,-8%,0.6%,265%[activator],i,-12%,-3%[9.22 µM]
CC(=O)Oc1c2c(c3c(c1CC=C(C)C)O[C@@]14C(=CC5CC1C(C)(C)OC4(C/C=C(\C)C(=O)O)C5=O)C3=O)OC(C)(CCC=C(C)C)C=C2 (stereo partly drawn),·,·,·,-23%,0.0%,-5%,-3.6%[3.08 µM],48%[activator],·,·,·
COc1ccc(Cl)cc1NC(=O)NC(C)c1ccncc1 (stereo not drawn),2%,i,i,1%,0.3%,0%,0.9%,12%,i,25%,0%
CCOC(=O)c1nnn(-c2nn3nnnc3c3ccccc23)c1C,2%,i,i,2%,-2.2%,0%,-0.8%,-2%,i,6%,-1%
Cc1cc(NC(=O)CSc2ccc3nnc(-c4ccccn4)n3n2)no1,-1%,·,·,-2%,1.3%,-1%,0.9%,·,·,5%,·
COC(=O)c1cccc(NC(=O)c2cccc(OC)c2)c1,-8%,i,i,0%,-0.5%,1%,1.0%,-3%,i,14%,0%
CC(=O)OC[C@H]1O[C@@H](O/N=C2/[C@H]3O[C@@H]3[C@@H](O)[C@H]3[C@H]2CCn2c(=O)n(-c4ccccc4)c(=O)n23)[C@H](OC(C)=O)[C@@H](OC(C)=O)[C@@H]1OC(C)=O,·,·,·,-1%[11.5 µM],1.0%[15.4 µM],-1%[11.5 µM],-1.9%[15.4 µM],·,·,7%[11.4 µM],·
O=C(c1c(Cl)cccc1Cl)N1CCN(c2ccccn2)CC1,-5%,i,i,-1%,0.1%,2%,1.0%,-3%,i,13%,0%
CCc1ccc(C2=Nn3c(nnc3-c3cccs3)SC2)cc1,3%,i,i,-9%,1.5%,-4%,2.9%,?,i,?,0%
O=C(NCc1ccc(F)cc1)C1CCN(S(=O)(=O)N2CCCCC2)CC1,10%,?,?,0%,1.0%,-2%,-1.3%,8%,i,7%,3%
CC1CCCCN1c1nnc(NC(=O)Cn2c(=O)oc3ccccc32)s1 (stereo not drawn),12%,·,·,-3%,-1.2%,2%,-3.2%,·,·,?,-3%
Clc1ccc2c(c1)C1OCCC1C(c1ccco1)N2 (stereo not drawn),-2%,6.7e-07M*,4.6e-07M*,-9%,-3.1%,-7%,0.3%,2%,?,-12%,-1%
O=C(c1cccc(F)c1)N1CCN(C(=O)c2nn3cccnc3c2Cl)CC1,1%,i,i,-3%,1.3%,-4%,0.2%,4%,i,-6%,-2%
O=C(CCN1CCN(Cc2ccccc2)CC1)Nc1cccc(Cl)c1,-2%,i,i,1%,-0.2%,-5%,2.2%,15%,i,21%,-1%
O=C1CN(CC(=O)N2CCOCC2)c2ccccc2O1,-2%,i,?,-6%,-1.8%,-10%,-0.7%,5%,?,18%,2%
Cn1c(=O)oc2cc(S(=O)(=O)N3CCC(C(=O)N4CCN(c5ccccc5)CC4)CC3)ccc21,3%,·,·,0%,-1.8%,-2%,-3.8%,·,·,-2%,·
CSc1nsc(SCC(=O)N2CCCc3ccccc32)n1,2%,i,i,-4%,0.9%,-2%,2.7%,-10%,i,?,0%
Cc1[nH]nc2c1C(Cc1ccccc1)C(C#N)=C(N)O2 (stereo not drawn),2%,i,i,-1%,-0.6%,-2%,-1.5%,-9%,i,-6%,-2%
CCn1c(NCc2cccc(OC)c2OC)nc2ccccc21,-6%,i,i,-1%,2.8%,0%,-0.1%,-2%,i,11%,-2%
CCCn1c(=O)c2c(nc(Br)n2CCC)n(C)c1=O,·,i,i,0%,-1.1%,-1%,0.2%,4%,i,10%,4%
O=C(CN1CCOCC1)Nc1ccc(S(=O)(=O)NC2CCCCC2)cc1,-2%,i,i,-2%,-0.6%,2%,-0.8%,-3%,i,16%,0%
Cc1c(CNCc2cccs2)c(C(=O)O)c(C)n1Cc1ccccc1,8%,i,i,-1%,1.7%,2%,0.8%,6%,i,6%,-1%

# Next section.
SMILES,Ub-GFP proteasome,4MU fluor,A350 autofl,Caspase-7 inhib,BRCT PPI red,Casp1 inh,BRCT PPI green,USP2a inhib,Fluorescein fluor,HEK293 cAMP cs,GFP derepression
Cc1cc(C(=O)N2CCN(S(C)(=O)=O)CC2)sc1-c1ccccc1,·,·,·,1%,-1.1%,-3%,0.7%,·,·,-1%,·
Clc1ccccc1-c1nnc2sc(CCc3ccccc3)nn12,2%,i,i,-2%,1.3%,-2%,-2.1%,41%[activator],i,13%,0%
O=C(CSc1nnnn1-c1ccc2c(c1)OCCO2)OC1CCCCC1,2%,i,i,-2%,-0.5%,-2%,-1.3%,·,i,?,4%
Nc1nc(-c2ccc(Cl)cc2)nn1C(=O)c1cccnc1,0%,i,i,0%,-0.9%,0%,-2.3%,-1%,i,1%,-3%
CCOC(=O)CC(=O)Nc1cc(Cl)ccc1O,3%,i,?,1%,-0.1%,0%,-1.2%,6%,?,-2%,0%
CSc1nc(SCC(N)=O)c2c3c(sc2n1)CN(C)CC3,-3%,i,i,-1%,0.2%,-3%,-2.2%,14%,i,0%,3%
O=C(Cn1cnc2c(nnn2Cc2ccc(Cl)cc2)c1=O)OCc1ccccc1,2%,i,i,-1%,0.0%,-5%,-0.2%,3%,i,?,0%
CC(C)=CCSc1nnc([C@@H](NC(=O)OC(C)(C)C)C(C)C)o1,-2%,2.6e-08M*,3.1e-08M*,-7%,-1.2%,-8%,-1.1%,7%,i,26%,-1%
COc1ccccc1-n1cnc2cc(NS(=O)(=O)c3ccccc3)ccc21,-4%,i,i,-2%,0.0%,-6%,2.0%,·,i,?,7%
COc1cc(-c2nnc(SCC(=O)OC3CCCCC3)o2)cc(OC)c1OC,0%,i,i,-3%,-0.2%,-1%,0.8%,-19%,i,19%,0%
COc1ccc2cc(C(=O)OC(C)C)sc(=O)c2c1OC,7%,1.6e-08M*,1.8e-08M*,-6%,-0.8%,-8%,-2.8%,-9%,?,9%,1%
CCn1c(O)c(C2=NCCCC2)c2ccccc21,16%,·,·,0%,-2.9%,-1%,2.0%,-1%,·,-9%,7%
CC(C)[C@@H]1O[C@H](/C=C\c2ccccc2)OCC1(C)C,-1%[9.17 µM],i,i,0%[11.5 µM],-0.7%[15.4 µM],-3%[11.5 µM],-0.4%[15.4 µM],·,?,22%[11.4 µM],-2%[9.22 µM]
CCOC(=O)C1=C(C)NC2=C(C(=O)CCC2)C1c1cc(OC)ccc1OC (stereo not drawn),2%,·,·,-15%,0.2%,-16%,3.4%,9%,·,2%,-2%
C[C@]12C=CC(=O)C=C1CC[C@@H]1[C@@H]2C(=O)C[C@@]2(C)[C@H]1CC[C@]2(O)C(=O)CO,·,·,·,1%,0.8%,-1%,-0.8%,·,·,17%,·
CCN(CC)C(=O)CN(c1ccc(F)c(Cl)c1)S(C)(=O)=O,-1%,i,i,-1%,-1.7%,0%,-2.3%,5%,i,11%,2%
CCN(CC)CCN1C(=O)C(=O)/C(=C(/O)c2c(C)[nH]c(C(=O)OC)c2C)C1c1ccccc1OC (stereo not drawn),-1%,i,i,-2%,1.7%,-3%,-2.2%,8%,?,-4%,5%
O=C(Nc1cccc(F)c1)N1CCC2(CCNCC2)CC1,-14%,i,i,1%,-0.9%,2%,-0.3%,52%[activator],i,-5%,0%[9.22 µM]
CCOc1cc(S(=O)(=O)N(CC)CC)ccc1Br,-1%,i,i,0%,0.8%,-2%,0.0%,-4%,i,23%,0%
COc1ccc(Cl)cc1C(=O)Nn1c(C)nc2ccccc2c1=O,-4%,i,i,2%,0.7%,1%,0.2%,2%,i,3%,2%
CCOCCCn1c(SCC(=O)Nc2ccc(C(N)=O)cc2)nc2ccccc2c1=O,0%,i,i,0%,0.1%,-2%,4.2%,?,?,-11%,0%
O=C(NCCN1C(=O)C2C3C=CC(C3)C2C1=O)Nc1ccccc1O (stereo not drawn),-10%,·,·,1%,0.8%,0%,0.6%,·,·,22%,·

# Part of the list above, showing only Fluorescein fluor, BRCT PPI green and Ub-GFP proteasome.
molecule	Fluorescein fluor	BRCT PPI green	Ub-GFP proteasome
O=C(c1cccc(F)c1)N1CCN(C(=O)c2nn3cccnc3c2Cl)CC1	i	0.2%	1%
O=C(CCN1CCN(Cc2ccccc2)CC1)Nc1cccc(Cl)c1	i	2.2%	-2%
